High-throughput results deposited in PubChem by The Scripps Research Institute Molecular Screening Center.
GBA enhancer = increases beta-glucosidase activity in Gaucher fibroblasts. P04062. L444P Gaucher fibroblasts, 4-MU-glucoside fluorescence, 3 days. activation, % at 10 µM. 30,000 tested, 0.44% active. AID 784; in the data active = activation above about 65%;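 note: 0% = vehicle wells and 100% = positive control wells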
Target sequence (P04062 whole entry L483P): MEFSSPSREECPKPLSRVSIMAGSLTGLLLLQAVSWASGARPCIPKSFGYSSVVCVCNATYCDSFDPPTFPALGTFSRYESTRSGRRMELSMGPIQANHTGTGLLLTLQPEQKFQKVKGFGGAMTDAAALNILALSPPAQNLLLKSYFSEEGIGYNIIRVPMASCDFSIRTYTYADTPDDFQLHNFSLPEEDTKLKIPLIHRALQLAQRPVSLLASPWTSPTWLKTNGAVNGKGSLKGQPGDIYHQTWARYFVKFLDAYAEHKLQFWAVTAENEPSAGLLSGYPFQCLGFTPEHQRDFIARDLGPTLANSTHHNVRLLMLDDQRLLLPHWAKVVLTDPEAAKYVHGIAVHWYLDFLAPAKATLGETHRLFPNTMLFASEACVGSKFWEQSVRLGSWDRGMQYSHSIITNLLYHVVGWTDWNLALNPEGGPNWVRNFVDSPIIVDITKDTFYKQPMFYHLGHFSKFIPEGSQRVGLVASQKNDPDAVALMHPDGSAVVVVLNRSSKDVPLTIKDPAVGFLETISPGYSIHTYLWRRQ
Starred values were filed as active, the others as inactive. Not all compounds are listed. The share of hits here may be higher or lower than overall.

SMILES | GBA enhancer
COc1ccc(C2C3=C(CC(C)(C)CC3=O)Oc3ncn(Cc4ccco4)c(=N)c32)cc1 (stereo not given) | 0.2
CCn1c(N)c(C(=O)NCCCOC)sc1=S | 4.7
NC(=O)c1ccc(-n2nnnc2SCC(=O)Nc2ccc(N3CCOCC3)c(Cl)c2)cc1 | -19.0
[O-][n+]1c2c(nn1-c1ccccc1Cl)-c1nonc1CC2 | 11.9
Cn1c(=O)[nH]c(=O)c2c1nc(CN1CCN(c3ccccc3F)CC1)n2CCCc1ccccc1 | -27.5
Cc1cccc(NC(=O)CSc2ncnc3c2oc2ccccc23)c1 | -9.8
O=C(Cc1ccc(S(=O)(=O)N2CCOCC2)s1)NCC1CCCCC1 | -0.6
O=C(O)Cn1c(O)c(C=Nc2ccccc2)sc1=S | -1.1
CCC1CCCCN1CCNC(=O)c1[nH]c(C)c(C(C)=O)c1C (stereo not given) | -5.0
O=C(CN1C(=O)C2C3C=CC(C3)C2C1=O)N1CCc2ccccc2C1 (stereo not given) | 3.0
Cc1ccc2c(c1C)NC(C(=O)O)C1CC=CC21 (stereo not given) | -7.1
CCOC(=O)C1=C(c2ccccc2)N2CCN=C2S1 | -30.2
O=C(CCC(=O)Nc1ccc(Oc2ccccc2)cc1)NCCO | -26.8
Cc1ccc(S(=O)(=O)Cc2ccc(C(=O)N3CCN(c4cc(C)ccc4C)CC3)o2)cc1 | -24.1
CCOC(=O)C1CCN(c2cc(C)nc3cc(-c4cccc(F)c4)nn23)CC1 | 11.8
Cc1occc1C(=O)Nc1nnc(-c2ccncc2)s1 | 2.0
Cc1ccc(-c2cc(C(=O)Nc3cnn(C45CC6CC(CC(C6)C4)C5)c3)no2)cc1 | -18.2
Cc1nn(Cc2ccc(Cl)c(Cl)c2)c(C)c1NC(=O)c1noc2c1CCCCC2 | -31.8
CCOC(=O)Cn1c(=O)c2c(nc(Br)n2Cc2ccc(Cl)cc2)n(C)c1=O | -14.9
Cc1cccc(Nc2nc(N)nc(CN3CCN(c4ccc(F)cc4)CC3)n2)c1 | 17.1
CCOc1ccc(C2/C(=C(/O)c3ccccc3)C(=O)C(=O)N2CCCN(C)C)cc1OC (stereo not given) | -11.2
O=C1CCC(C(=O)OCc2cc(Cl)ccc2OC(F)F)N1 (stereo not given) | -12.6
Clc1ss/c(=N\c2ccccn2)c1Cl | -7.7
O=S(=O)(Nc1nc2ccccc2nc1NCc1ccco1)c1cccs1 | 4.6
CC(=O)c1cccc(NC(=O)c2cc(-c3ccc(F)cc3)on2)c1 | 47.4
COc1ccccc1C(c1nnnn1C(C)(C)C)N1CCN(Cc2ccncc2)CC1 (stereo not given) | -0.3
O=C(Nc1ccc(Cc2ccc(NC(=O)C3CC3)c(O)c2)cc1O)C1CC1 | 41.7
O=C(COc1ncnc2ccccc12)NC1CCS(=O)(=O)C1 (stereo not given) | -20.0
Cc1nnc(SCCCN2C(=O)c3ccccc3C2=O)o1 | -5.2
O=c1c2ccccc2c2ccccc2c(=O)n1Cc1ccco1 | -4.1
Cn1c(=O)n(Cc2ccccc2)c(=O)c2c1nc(NCC1CCCO1)n2Cc1ccccc1 (stereo not given) | -8.7
CN(C)CCCN1C(=O)c2oc3ccccc3c(=O)c2C1c1cccs1 (stereo not given) | -3.1
Cc1ccc(NC(=O)C2(N(CC(C)C)C(=O)Cn3nnnc3N)CCCCC2)cc1 | -11.9
CCn1c(O)c(C=Nc2ccccc2)oc1=S | -16.0
CC(C)(C)OC(=O)N1CC=C2C(C#N)=C(N)C(C#N)(C#N)C(c3cccs3)C2C1 (stereo not given) | -2.1
CCOc1c(Br)cc(CNc2ncn[nH]2)cc1OC | 9.2
O=C(OCCOc1ccc(Br)cc1)c1cnccn1 | -2.2
O=C(CN1C(=O)CSc2ccccc21)Nc1ccc2c(c1)OCCO2 | 4.2
Cc1c(C(=O)N2CCOCC2)sc2ncn(CC(=O)N3CCC(C)CC3)c(=O)c12 | -11.4
Cc1ccccc1S(=O)(=O)Nc1nc2ccccc2nc1N1CCOCC1 | -23.9
Cc1ccc(NCc2nnc(SCCN3CCCCC3)n2CC2CCCO2)cc1Cl (stereo not given) | -11.0
COc1ccc2c(CCNC(=O)c3ccco3)c[nH]c2c1 | -8.8
Cc1cc(C)nc(-n2nc(C)cc2Nc2ccccc2)n1 | 1.0
O=C(Oc1ccccc1)N1CCN(c2ccc(F)cc2)CC1 | -0.6
O=C(Nc1cccnc1)c1ccc(COc2ccccc2Br)o1 | 5.4
O=C1COc2ccc(C(=O)COC(=O)C3CCN(S(=O)(=O)c4cccs4)CC3)cc2N1 | -10.0
Cc1ccccc1NC(=O)CN1CCC(NC(=O)Nc2ccccc2)CC1 | -3.5
CN(CC(=O)Nc1nc2ccccc2s1)S(=O)(=O)c1ccccc1 | -0.4
COC(=O)c1ccc(CSc2nnc(-c3c[nH]c4ccccc34)n2C)o1 | -15.5
CCC1=C/C(=C/N(C)c2ccccc2)C(=O)S1 | -10.5
Other results
SMILES | GBA enhancer
CCOC(=O)c1nn(-c2sc(C(=O)OC)c(C)c2C(=O)OC)cc1O | 2.8
O=C(Cc1cccs1)N(c1ccc(Cl)cc1)C1C=CS(=O)(=O)C1 (stereo not given) | 5.6
Cc1ccc(-c2nc3ncccc3o2)cc1NC(=O)c1ccco1 | -1.9
COc1ccccc1OCC(=O)Nc1cccc(-c2nc3ccccc3o2)c1 | 2.9
Cc1ccc(N(CC(=O)N2CC(=O)Nc3ccccc32)S(=O)(=O)c2ccc3c(c2)OCCO3)cc1 | -5.4
CCCNC(=O)c1cc(-c2ccc(Br)cc2)on1 | -7.3
Cc1nnc(NC(=O)c2ccc(S(=O)(=O)N(C)Cc3ccccc3)cc2)o1 | -12.3
COc1cccc(OC)c1C(=O)N1CCN(Cc2ccncc2)CC1 | -11.7
COc1cc(C(=S)N2CCCC2)cc(Cl)c1O | -12.4
O=c1oc2ccccc2c(O)c1/C=N/c1ccccn1 | -11.7

Entries above with an aryl thioether with sulfur outside any ring:
SMILES | GBA enhancer
NC(=O)c1ccc(-n2nnnc2SCC(=O)Nc2ccc(N3CCOCC3)c(Cl)c2)cc1 | -19.0
Cc1cccc(NC(=O)CSc2ncnc3c2oc2ccccc23)c1 | -9.8
Cc1nnc(SCCCN2C(=O)c3ccccc3C2=O)o1 | -5.2
Cc1ccc(NCc2nnc(SCCN3CCCCC3)n2CC2CCCO2)cc1Cl (stereo not given) | -11.0
COC(=O)c1ccc(CSc2nnc(-c3c[nH]c4ccccc34)n2C)o1 | -15.5

More records follow:
SMILES | GBA enhancer
Cc1cc(NC(=O)CSC2=Nc3ccccc3C3=NC(Cc4ccccc4)C(=O)N23)n[nH]1 (stereo not given) | -13.3
CC(C)(C)C1CCc2onc(C(=O)N3CCOCC3)c2C1 (stereo not given) | -33.3
C/C(=N\O)c1ccc2c3ccccc3n(C)c2c1 | 77.2*
CCn1c(SCC(=O)Nc2ccccc2N2CCOCC2)nnc1-c1ccccc1O | -21.7
CCC(C)(C)n1nnnc1CN(Cc1ccco1)Cc1cc2cc3c(cc2[nH]c1=O)OCO3 | -2.4
CCN(CC)CCN=C1CCCc2ccccc2N1 | 23.7
CCCCNC(=O)C1CC(=O)N(C2CCCCC2)C1 (stereo not given) | 7.8
COc1cccc(-n2c(SCC#N)nnc2-c2cnccn2)c1 | -8.7
Cc1cccc(OCC(O)CN2CCN(C3CCCCC3)CC2)c1 (stereo not given) | -19.2
COC(=O)c1cc(NC(=O)CC2C(=O)NCCN2C(=O)c2ccccc2)cc(C(=O)OC)c1 (stereo not given) | -10.3
c1csc(-c2ccc3ccccc3n2)c1 | -21.1
COC(=O)CCSCC(=O)Nc1cc(C)on1 | 0.6
O=c1[nH]c(NCc2ccccc2)nc2c1CCC2 | -5.2
Cc1ccc(S(=O)(=O)C(CCC(=O)N2CCOCC2)S(=O)(=O)c2ccc(C)cc2)cc1 | -34.5
Cc1ccc(NCN2C(=O)c3ccccc3C2=O)c(C)c1 | -51.1
O=C(Cc1cccs1)NCc1ccccc1F | -5.5
COc1ccc(S(=O)(=O)N2CCCC2C(=O)Nc2ccc(C)cc2)cc1 (stereo not given) | 1.8
COc1ccccc1/C=C/CN1CCOCC1 | 3.0
CCOC(=O)C1=C(C)NC(=O)NC1c1ccccc1Cl (stereo not given) | -9.6
N#CCCN1CCN(C2=NC(=O)C(=C3CCCCC3)S2)CC1 | -21.3
Nc1cc(N)nc(SCC(=O)N2CCCCC2)n1 | -10.0
Cn1c(C(=O)N2CCc3ccccc32)cc2c(=O)n3ccccc3nc21 | -3.3
CN(C)CCn1c(C(=O)O)cc2ccccc21 | -10.1
O=C(Nc1nc(-c2cc(Cl)sc2Cl)cs1)c1cccs1 | 1.0
CCOC(=O)c1nn(-c2ccc(OC)cc2)c(=O)c2c(NC(=O)c3ccco3)scc12 | 12.8
CCCCC(=O)N=c1sc2cc(S(C)(=O)=O)ccc2n1C | -12.0
CC1=C(C#N)c2nc(N)c(C#N)c(C)c2/C1=C\c1ccccc1 | 0.3
NC(=O)c1ccccc1NC(=O)CS(=O)(=O)Cc1ccccc1 | -49.5
CSC1=NC(NCCCO)c2c(sc3c2CC(C)(C)OC3)N1 (stereo not given) | -10.2
CCc1ccc(-c2ccc(C(=O)O)cc2)nc1 | -30.2
Cn1c(=O)c2c(SCc3ccccn3)nc(-c3ccccc3)nc2n(C)c1=O | -15.9
Cc1cc(NS(=O)(=O)c2ccc(NC(=O)CN3C(=O)c4ccccc4C3=O)cc2)nc(C)n1 | -26.3
CC(C)(C)c1ccccc1OCC(=O)Nc1ncn[nH]1 | -15.2
CCCn1c(=O)c(C(=O)NCc2ccccn2)c(O)c2ccccc21 | -0.5
Cc1ccccc1Nc1nc(N)nc(CN2C(=O)NC3(CCCCC3C)C2=O)n1 (stereo not given) | 3.0
COc1ccc(Cn2nnnc2C(c2ccncc2)N2CCOCC2)cc1 (stereo not given) | -38.6
CCN(CC)c1ccc(NC(=O)c2ccc(Br)o2)c(C)c1 | -26.1
CCCCC(=O)Nc1nnc(SCC(=O)N2CCN(c3ccccc3OC)CC2)s1 | -54.7
Cc1nc2sc3c(c2c2nnc(SCC(=O)NCc4ccco4)n12)CCCC3 | 5.5
COc1cccc(CSc2nnc(-c3ccc(F)cc3)o2)c1 | -10.5
Cc1ccc(-n2ncc3c(=O)n(CC(=O)Nc4cccc(Cl)c4)cnc32)cc1C | -21.9
O=C(Nc1cc(Cl)ccc1O)c1cc2n(n1)C(C(F)(F)F)CC(c1ccc3c(c1)OCO3)N2 (stereo not given) | 1.1
Cc1nn(-c2ccccc2)c(C)c1C(=O)OCC(=O)c1c(N)n(CC(C)C)c(=O)n(C)c1=O | -23.7
COc1ccccc1N1C(=O)C2C3C=CC(C3)C2C1=O (stereo not given) | -9.2
COc1ccc2[nH]c(=O)c(C(c3nnnn3CC3CCCO3)N3CCc4ccccc4C3)cc2c1 (stereo not given) | -16.0
CC(C)C(NC(=O)C1CCCCC1)C(=O)NCc1ccccn1 (stereo not given) | 3.6
Cc1occc1-c1nnc(SCC(=O)NCc2ccc3c(c2)OCO3)n1CC(C)C | -11.0
CCN1CCCC1CNC(=O)c1cc(NC(C)=O)c(N(C)C)cc1OC (stereo not given) | 3.0
CC(C)C1CC(O)(C2(O)CCCCC2)ON1 (stereo not given) | -57.5
COc1cc(CNC2CCCCCC2)cc(OC)c1OC | -2.9

Filtered by structure: the compounds so far containing bromine (6)
SMILES | GBA enhancer
CCOC(=O)Cn1c(=O)c2c(nc(Br)n2Cc2ccc(Cl)cc2)n(C)c1=O | -14.9
CCOc1c(Br)cc(CNc2ncn[nH]2)cc1OC | 9.2
O=C(OCCOc1ccc(Br)cc1)c1cnccn1 | -2.2
O=C(Nc1cccnc1)c1ccc(COc2ccccc2Br)o1 | 5.4
CCCNC(=O)c1cc(-c2ccc(Br)cc2)on1 | -7.3
CCN(CC)c1ccc(NC(=O)c2ccc(Br)o2)c(C)c1 | -26.1

Other entries:
SMILES | GBA enhancer
O=C(Cn1nc(-c2ccccc2)nc1-c1ccccc1)N1CCOCC1 | -43.3
O=C(NC1CCN(Cc2ccccc2)CC1)c1ccccc1F | -1.0
CN1CCN(C2=C(Cl)C(=O)N(C3CCCCC3)C2=O)CC1 | -47.6
Cc1cc(C(=O)Nc2c(C)n(C)n(-c3ccccc3)c2=O)c(C)o1 | -9.3
CCN(CC)S(=O)(=O)c1ccc(NC(=O)Cn2cnc3ccccc3c2=O)cc1 | -25.0
CC(=Nc1ccc(C)c(C)c1)C1=C(O)CSC1=O | -19.1
COC(=O)[C@H](C(C)C)n1c(C)c(C(C)=O)c(C(C)=O)c1C | -15.8
CS(=O)(=O)N(CC(=O)N1CCN(c2ccccc2)CC1)C1CCCCC1 | -4.3
C=C(C)Cn1c(NCCOC)nc2c1c(=O)[nH]c(=O)n2C | -48.8
c1ccn2c(CNc3ncnc4sccc34)nnc2c1 | -9.8
CCOC(=O)N1CCC(NC(=O)C2CCN(c3nc(-c4ccc(OC)cc4)no3)CC2)CC1 | -49.1
N=C1C(c2nc3ccccc3s2)=C(O)CN1Cc1ccco1 | 11.9
CCCOc1c(Br)cc(C(=O)NCC)cc1OC | -8.7
COc1ccc(CNC(=O)CN(CC2CCCO2)C(=O)CNS(=O)(=O)c2ccc(C)cc2)cc1 (stereo not given) | 75.7*
O=C(O)CSc1nnc(C2CC2)n1-c1ccccc1 | -0.8
CCCCn1c(C(C)NC(=O)c2cccs2)nc2ccccc21 (stereo not given) | 16.6
Cn1c(=O)cc(SCC(=O)N2CCOCC2)c2ccc(Cl)cc21 | -11.4
CCCC1(CCC)NC(=O)N(CC(=O)Nc2ccccc2OC)C1=O | -19.1
COC(=O)C1CCN(c2cc(=O)n(Cc3ccc(F)cc3)c(=O)[nH]2)CC1 | -21.4
Cc1cc(C)c(NC(=O)CS(=O)CC(=O)Nc2cccnc2)c(C)c1 (stereo not given) | -34.1
O=C(CCCN1C(=O)c2ccccc2C1=O)N1CCN(c2ccccn2)CC1 | 0.8
Cc1onc(-c2c(F)cccc2Cl)c1C(=O)NC1=NCCS1 | -10.4
Cc1noc(C)c1S(=O)(=O)NCCN1CCN(c2ccccc2)CC1 | 47.9
CC(C)(C)c1ccccc1OCC(=O)NCCC(=O)O | -12.6
CN(C)S(=O)(=O)N(Cc1ccc(Br)cc1)c1ccccc1 | -21.5
COc1ccc(CC(=O)OCn2nnc3ccccc3c2=O)cc1 | -8.2
